Abeta yeast res = compounds reversing amyloid beta toxicity in yeast; yeast expressing A-beta42, growth rescue, OD600, 48 h; response scale: 0% DMSO, 100% iron-clioquinol control; Potency, µM (doses to about 46.1 µM), without a hit: at the top dose growth rescue, usual class: activators; 0.063% of 410,000 active; also: potency is read from the fitted curve at half-maximal effect; nearly all actives have a fitted effect of over 55% in size
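Yeast growth medium received pinned compounds, then yeast cells expressing toxic A-beta were added; plates incubated at 30 C for 48 hr. Growth read as absorbance at 600 nm, normalized to DMSO and equimolar FeCl3 plus clioquinol controls.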
WRN inhibitor = blocks human WRN helicase; WRN helicase unwinding, fluorescent forked duplex, kinetic; 0.46% of 360,000 active; Potency, µM (titrated, usually from 114 µM), without a hit: at the top dose activity change, negative = inhibition, usual class: inhibitors; AID 651768; also: potency is read from the fitted curve at half-maximal effect; % is scaled to controls: 0 for no effect and ±100 for the full control effect; nearly all actives have a fitted effect of over 55% in size
Target sequence (Q14191 whole entry, looked up): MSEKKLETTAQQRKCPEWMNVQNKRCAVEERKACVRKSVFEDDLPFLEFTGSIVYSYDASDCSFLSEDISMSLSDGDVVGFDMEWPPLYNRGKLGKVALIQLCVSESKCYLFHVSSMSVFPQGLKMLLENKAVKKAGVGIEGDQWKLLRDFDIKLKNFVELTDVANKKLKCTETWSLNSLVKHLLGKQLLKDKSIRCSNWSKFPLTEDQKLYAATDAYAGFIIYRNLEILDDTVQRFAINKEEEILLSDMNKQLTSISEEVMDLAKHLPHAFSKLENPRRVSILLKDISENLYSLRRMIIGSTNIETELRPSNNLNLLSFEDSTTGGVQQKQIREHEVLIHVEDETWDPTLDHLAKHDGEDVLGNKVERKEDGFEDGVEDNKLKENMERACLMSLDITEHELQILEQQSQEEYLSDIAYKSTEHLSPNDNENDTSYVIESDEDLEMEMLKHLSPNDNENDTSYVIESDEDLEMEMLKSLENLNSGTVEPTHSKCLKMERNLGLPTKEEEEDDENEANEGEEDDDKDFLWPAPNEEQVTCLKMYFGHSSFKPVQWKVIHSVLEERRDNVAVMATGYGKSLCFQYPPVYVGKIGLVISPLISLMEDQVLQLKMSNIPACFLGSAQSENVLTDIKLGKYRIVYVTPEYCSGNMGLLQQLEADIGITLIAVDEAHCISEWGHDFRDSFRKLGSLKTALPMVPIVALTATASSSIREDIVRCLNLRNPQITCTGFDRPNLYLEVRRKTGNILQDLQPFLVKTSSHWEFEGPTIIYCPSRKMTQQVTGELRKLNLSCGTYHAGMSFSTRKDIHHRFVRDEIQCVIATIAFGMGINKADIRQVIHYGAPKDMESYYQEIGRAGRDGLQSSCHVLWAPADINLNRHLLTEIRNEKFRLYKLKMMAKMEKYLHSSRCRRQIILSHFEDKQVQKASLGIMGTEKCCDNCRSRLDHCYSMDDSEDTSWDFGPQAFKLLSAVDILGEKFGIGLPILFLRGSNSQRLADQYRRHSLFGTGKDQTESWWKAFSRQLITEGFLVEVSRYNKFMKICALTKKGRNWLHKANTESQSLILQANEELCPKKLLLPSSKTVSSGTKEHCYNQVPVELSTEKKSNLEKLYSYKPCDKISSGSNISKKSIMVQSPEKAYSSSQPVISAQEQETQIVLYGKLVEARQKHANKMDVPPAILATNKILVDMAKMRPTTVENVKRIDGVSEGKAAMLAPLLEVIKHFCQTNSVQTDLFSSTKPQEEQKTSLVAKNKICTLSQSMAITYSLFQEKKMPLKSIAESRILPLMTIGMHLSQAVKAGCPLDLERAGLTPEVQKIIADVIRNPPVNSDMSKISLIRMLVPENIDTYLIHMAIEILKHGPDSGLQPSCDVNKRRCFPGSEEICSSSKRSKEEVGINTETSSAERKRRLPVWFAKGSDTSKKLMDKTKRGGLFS
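Screening of the MLSMR collection measured strand separation of a quenched forked DNA duplex (100 nM) by 20 nM WRN with 2 mM ATP, all final. Compounds were preincubated with enzyme 15 min at room temperature.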
aSyn rescue = rescues yeast growth from alpha-synuclein toxicity; Yeast expressing alpha-synuclein, growth rescue, BacTiter-Glo, 24 h; Potency, µM (titrated, usually from 46.1 µM), for inactives: at the top dose growth rescue (activation), actives largely listed as activators; 0.14% of 370,000 active; AID 652106; also: potency is read from the fitted curve at half-maximal effect; % of control where 0% means no effect; nearly all actives have a fitted effect of over 65% in size
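Rescue of yeast growth: cells expressing toxic alpha-synuclein, induced in galactose at OD600 0.02, incubated with compound 24 h at 30 C. ATP luminescence quantified growth; inhibitors of toxicity appear as activators.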
PLK1 PBD inh = blocks phosphopeptide binding to human PLK1 polo-box domain. P53350. Potency, µM, for inactives: max response, negative = inhibition, most hits filed as inhibitors. 2.8% of 360,000 active. Plk1 PBD binding of FITC phosphopeptide, fluorescence polarization. AID 720504; also: potency is read from the fitted curve at half-maximal effect; series mostly up to about 57 µM; % is scaled to controls: 0 for no effect and ±100 for the full control effect; nearly all actives have a fitted effect of over 65% in size
IL-2 act = activators of IL-2; 0.065% of 360,000 active; IL-2 activation reporter assay, cell-based qHTS; stimulated with anti-CD3/CD4/CD28 beads; in transgenic mouse T cells; activation, % (series mostly up to about 46 µM); in the data active = activation above about 50%; inconclusive = mostly about 30% to 49%; also: 0% is about no effect
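Screening format: compound pinned onto unstimulated transgenic mouse T cells, 60 min incubation, then anti-CD3/anti-CD4/anti-CD28 bead stimulation for 18 hours at 37 degrees C, followed by EGFP and DsRed detection.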
FUS yeast rescue = rescues growth of FUS-expressing yeast; AID 1347120; S. cerevisiae FUS-expressing, growth rescue, OD600, 24 h; Potency, µM (doses to about 76.6 µM), for the others: at the highest dose growth rescue (activation), usual class: activators; 0.24% of 390,000 active;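 also: potency is read from the fitted curve at half-maximal effect; plate controls were DMSO vehicle for no effect and reference control for full effect; nearly all actives have a fitted effect of over 55% in size; some results filed as inactive show a strong effect at the top dose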
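Galactose (2%) drives FUS expression in yeast precultured in raffinose; seeding density OD 0.005. Test compounds incubated 24hr at 30C and 99% humidity before absorbance at 600 nm was measured.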
PI5P4K alpha inh = PI5P4K alpha (human) kinase inhibition; P48426; PI5P4Kalpha enzyme, ADP-Glo luminescence, 60 min; active compounds read low; max response, %; 1.2% of 330,000 active; active = max response of -50% or lower; inconclusive = between -30% and -50%; inactive = -30% or higher; also: value at the top dose of about 77 µM; % is scaled to controls: 0 for no effect and ±100 for the full control effect
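Controls without substrate or without enzyme flank wells where PI5P4Kalpha converts substrate using 5 microM ATP (final). Incubation lasts 60 minutes at room temperature; ADP formed is read by ADP-Glo luminescence.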
EPAC1 agonist = agonists of human EPAC1; O95398; EPAC1 agonist qHTS, biochemical assay; response scale: 100% = response to 6.5 mM cAMP; Potency, µM (top dose mostly 154 µM), without a hit: at the top dose activation, hits mostly activators; 0.073% of 360,000 active; AID 720707; also: potency is read from the fitted curve at half-maximal effect; nearly all actives have a fitted effect of over 60% in size
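Multi-concentration qHTS readout: loss of Rap1B-bound BODIPY-GDP fluorescence driven by 100 nM EPAC1 with excess GDP (50 uM), monitored kinetically at room temperature; agonist response expressed relative to 6.5 mM cAMP.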
EPAC1 antag = antagonists of human EPAC1 | O95398 | EPAC1 GEF assay, Rap1b-BODIPY-GDP exchange fluorescence | Potency, µM (doses to about 115 µM), for the others: top-dose activity change, negative = inhibition, actives largely listed as inhibitors | 0.14% of 360,000 active | AID 720709;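 also: potency is read from the fitted curve at half-maximal effect; plate controls were vehicle for no effect and positive control for full effect; nearly all actives have a fitted effect of over 50% in size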
* hit, by the source's call; ? = inconclusive; nt = no result given; [ ] = remark or other dose. Unless noted, calls follow the shape of the dose curve; as a rule, active = well fitted curve in the direction sought with a large enough effect; inconclusive = small, poorly fitted or top-dose-only effect, or another doubt; inactive = no such curve, though single readings can be large; an effect the other way counts as inactive or inconclusive. This is a random part of the collection; overall some 4.1% were active at least once.

# | Structure | Abeta yeast res | WRN inhibitor | aSyn rescue | PLK1 PBD inh | IL-2 act | FUS yeast rescue | PI5P4K alpha inh | EPAC1 agonist | EPAC1 antag
1 | COc1ccc(N(CC(=O)Nc2cc(OC)ccc2OC)S(C)(=O)=O)cc1 | 5% | 0% | 13% | -6% | 0.1 | -7% | 8 | 8% | -22%
2 | CCOC(=O)c1ccc(N=C2NC(=O)CS2)cc1 | 21% | -4% | 0% | -5% | 0.2 | 13% | 8 | 0% | -15%
3 | CCN(Cc1ccccc1)c1ccc(/C=N/NC(=O)c2cccc(S(=O)(=O)N3CCOCC3)c2)cc1 | -9% | 4% | 2% | -1% | 0.6 | ? | -4 | 10% | 5%
4 | O=C(CN(C(=O)CNS(=O)(=O)c1ccccc1)C1CCCC1)NCc1ccco1 | 0% | 6% | -4% | -28% | -1.2 | 8% | -7 | -3% | -11%
5 | CCNc1oc(-c2ccccc2F)nc1S(=O)(=O)c1ccccc1 | 1% | -3% | -1% | -15% | 2.1 | 3% | -15 | -21% | 4%
6 | COc1cc([C@H]2OC[C@H]3[C@@H]2CO[C@H]3c2ccc(O)c(OC)c2)ccc1O | -17% | -1% | 1% | 2% | -0.1 | -20% | 0 | -2% | 0%
7 | O=C(O)c1ccc(C=NNC(=O)c2ccccc2NS(=O)(=O)c2cccs2)cc1 | -3% | -8% | -1% | -2% | 0.0 | 22% | -28 | 3% | -1%
8 | COCCCN1C(=O)c2ccc(C(=O)Nc3cccc(OC)c3)cc2C1=O | 3% | 20% | -3% | -22% | 2.4 | -2% | -3 | 1% | -11%
9 | CC(C)=CCN1CCN(Cc2ccc(Sc3nncn3C)o2)CC1CCO (stereo not drawn) | -14% | 5% | -4% | -3% | 2.4 | 1% | 2 | 7% | -23%
10 | C=CCc1c(C)nc2c(-c3ccccc3)cnn2c1N1CCOCC1 | 4% | 8% | 1% | -2% | 0.2 | 4% | -1 | 8% | 12%
11 | Cc1ccc(C)c(S(=O)(=O)N/N=C/c2ccc(N(C)C)cc2)c1 | -4% | -4% | 2% | -21% | -0.5 | -8% | 4 | 6% | 4%
12 | Cc1cc(C(=O)COC(=O)c2ccncc2)c(C)n1CCc1ccc(F)cc1 | -10% | -2% | -1% | -18% | -0.5 | 29% | -12 | 6% | -11%
13 | CC1(C)Cc2nc3sc4c(SCC(=O)NC(c5ccccc5)c5ccccc5)ncnc4c3cc2CO1 | 4% | -4% | 5% | -7% | 1.1 | 2% | -14 | 7% | -2%
14 | CCS(=O)(=O)N1CCN(c2ccc(Cl)cc2[N+](=O)[O-])CC1 | 0% | -9% | 2% | -2% | 0.5 | nt | -1 | -20% | 14%
15 | COc1cccc(C(=O)Nc2ccc3c(c2)C(=O)NC3=O)c1 | 3% | -32% | -1% | 2% | -1.2 | -11% | -3 | -3% | -20%
16 | Cc1cccnc1Nc1nc(-c2ccc(O)c(O)c2)cs1 | 1% | -16% | -2% | ? | -0.5 | 11% | -2 | -14% | -22%
17 | CCOc1ccccc1C(=O)OCC(=O)NCc1ccc2c(c1)OCO2 | -14% | 0% | 9% | 1% | -4.0 | nt | 4 | -3% | 2%
18 | NC(=O)N/N=C/c1ccccc1OC(=O)c1cc2ccccc2oc1=O | -2% | -4% | -7% | -20% | 0.5 | -3% | -7 | 1% | -14%
19 | CC1CCC/C(=C\Nc2ccc3c(c2)OCO3)C1=O (stereo not drawn) | 5% | 4% | -4% | -19% | -0.1 | 16µM* | -16 | 12% | -9%
20 | COc1ccc(N=C2SC(C(=O)Nc3ccc(OC)cc3)CC(=O)N2CCN2CCOCC2)cc1 (stereo not drawn) | 5% | 5% | -13% | -2% | -2.9 | ? | -1 | 2% | -6%
21 | CC(C)(C)c1nc[nH]c(=O)c1Br | -3% | -26%[57.1 µM] | -4% | 7% | -0.1 | 12% | -7 | -4% | 19%
22 | COc1ccc(NC(=O)Nc2ccc3c(c2)C(=O)N([C@H](C)CO)C[C@H](C)[C@@H](CN(C)C(=O)Nc2ccccc2)O3)cc1 | 5% | -18% | -1% | -23% | 0.5 | ? | -7 | -8% | ?
23 | O=C(CN1CCN(S(=O)(=O)c2ccc(F)cc2)CC1)NC1CC1 | 13% | 5% | 3% | 4% | -1.5 | 24% | 7 | 7% | -4%
24 | Cc1ccc(SC[C@H](CC(C)C)N2CCN(C)CCC2=O)cc1 | -13% | 4% | -1% | -4% | 0.1 | 5% | -2 | -19% | -26%
25 | CC(O)Cn1c(=O)c2c(nc(Br)n2Cc2ccccc2)n(C)c1=O (stereo not drawn) | -15% | -11% | -3% | -5% | -2.6 | 26% | nt | -8% | 11%
26 | NC(=O)[C@H]1CC2(CC(c3cccc(NC(=O)COc4ccc(Cl)cc4)c3)=NO2)CN1C(=O)C(c1ccccc1)c1ccccc1 (stereo partly drawn) | -8% | -9% | -2% | -7% | -0.4 | ? | -14 | 8% | -6%
27 | Cc1ncc(CO)c(/C=N/Nc2cccc(Cl)n2)c1O | 18% | -15% | 2% | 2% | -1.0 | 13% | -2 | -4% | -4%
28 | COc1cc(OC)cc(C(=O)Nc2ccc(C(=O)c3ccncc3)cc2)c1 | -3% | -6% | 6% | -5% | -3.4 | 17% | -3 | 1% | 6%
29 | COC(=O)c1ccc(Nc2ncnc3sccc23)cc1 | 2% | 4%[57.1 µM] | 1% | -5% | 0.6 | 23% | -4 | 0% | 3%
30 | CC(C)N1C(=O)c2ccccc2C1C(=O)NCCc1ccccc1 (stereo not drawn) | 9% | -1% | 5% | -3% | -0.1 | -6% | 2 | 14% | -22%

Some of these compounds in order of their number in PI5P4K alpha inh, rising.
item | SMILES | WRN inhibitor | PLK1 PBD inh | IL-2 act | PI5P4K alpha inh | EPAC1 agonist | EPAC1 antag
19 | CC1CCC/C(=C\Nc2ccc3c(c2)OCO3)C1=O (stereo not drawn) | 4% | -19% | -0.1 | -16 | 12% | -9%
22 | COc1ccc(NC(=O)Nc2ccc3c(c2)C(=O)N([C@H](C)CO)C[C@H](C)[C@@H](CN(C)C(=O)Nc2ccccc2)O3)cc1 | -18% | -23% | 0.5 | -7 | -8% | ?
23 | O=C(CN1CCN(S(=O)(=O)c2ccc(F)cc2)CC1)NC1CC1 | 5% | 4% | -1.5 | 7 | 7% | -4%

(listing goes on)
# | Structure | Abeta yeast res | WRN inhibitor | aSyn rescue | PLK1 PBD inh | IL-2 act | FUS yeast rescue | PI5P4K alpha inh | EPAC1 agonist | EPAC1 antag
31 | CCc1cccc2cc3c(N)c(C(=O)Nc4ccc(S(=O)(=O)N5CCCC5)cc4)sc3nc12 | -19% | -8% | 0% | -12% | 8.7 | 44% | -4 | -324%[inhibitor] | 50µM*
32 | Cc1cc(N2CCN(C(=O)c3ccco3)CC2)n2nc(-c3cccc(F)c3)cc2n1 | 12% | -18% | 1% | -4% | -0.3 | 24% | nt | -5% | 10%
33 | COc1ccc(S(=O)(=O)N2CCN(C(=O)COc3ccccc3)CC2)cc1 | -11% | -11% | 1% | 2% | -0.5 | -17% | -3 | -2% | ?
34 | CC1(C)CC(NC(=O)c2ccccc2NS(=O)(=O)c2ccc(Br)cc2)CC(C)(C)N1 | -11% | 2% | -2% | -4% | 0.0 | -4% | 1 | 8% | -5%
35 | COc1ccc(NC(=O)CNC(=O)c2ccco2)cc1S(=O)(=O)Nc1cc(C)ccc1Br | 10% | -1% | 2% | -4% | -0.7 | ? | 1 | 1% | -1%
36 | C[C@H](NC(=O)c1ccco1)C(=O)NNC(=O)COc1cccc(C(F)(F)F)c1 | -13% | -5% | -9% | 4% | 0.3 | -20% | -1 | -19% | -12%
37 | CC(CN(C)Cc1ccccc1)OC(=O)c1ccc2c(c1)OCCO2 (stereo not drawn) | -7% | -12% | 7% | 3% | -2.4 | 9% | 10 | 12% | 13%
38 | CCNC(=O)C1CC(=O)N(c2ccc(OCC)cc2)C1 (stereo not drawn) | 3% | 5% | 3% | -2% | 1.1 | 16% | 3 | -6% | 16%
39 | C=CCn1c(SCC(=O)c2c(N)n(C3CC3)c(=O)[nH]c2=O)nnc1-c1ccccc1OC | 4% | -30% | -18% | -4% | -0.7 | 8% | 7 | 5% | -8%
40 | COCOCCn1cc(CN2CCS(=O)(=O)N(Cc3ccc(-c4cccc(N(C)C)c4)cc3)C(C(C)C)C2=O)nn1 (stereo not drawn) | -1% | -3% | 0% | -3% | -2.1 | ? | 1 | -2% | 3%
41 | COc1ccccc1CNS(=O)(=O)c1ccc2c(c1)NC(=O)C(C)S2 (stereo not drawn) | 2% | 3% | 3% | -17% | -3.5 | -1% | -3 | -7% | -23%
42 | COc1cc(CNCC2CCCO2)ccc1OCC(N)=O (stereo not drawn) | 7% | 9% | -5% | -6% | 0.1 | -22% | -1 | 12% | 2%
43 | COc1ccc(-c2cnc3n2CCCCC3)cc1 | -10% | -4% | 8% | 0% | -0.3 | -10% | 4 | 1% | 19%
44 | OC[C@@H]1CN(Cc2ccco2)C[C@H](n2cnc3c(NCc4ccc(F)cc4)ncnc32)O1 | 2% | -4% | -2% | -3% | -0.4 | 9% | -6 | 17% | -7%
45 | O=C(N/N=C/c1ccc(Cl)cc1Cl)c1ccncc1 | 14% | 0% | -5% | -9% | -0.3 | -14% | -2 | 16% | -24%
46 | Cc1noc(C)c1C(=O)OC(C)C(=O)NC(C)c1ccc(Cl)cc1Cl (stereo not drawn) | 4% | 6% | 7% | 3% | 0.4 | 16% | -1 | -4% | -5%
47 | Cc1c(CC(=O)NCC(=O)O)c(=O)oc2cc3c(cc12)CCC(C)(C)O3 | -1% | -2% | -22% | -8% | 0.4 | -22% | 0 | 12% | -9%
48 | COc1ccc(C2CC(C(F)(F)F)n3ncc(C(=O)Nc4cccc(O)c4)c3N2)cc1OC (stereo not drawn) | -9% | -11%[57.1 µM] | -5% | 1% | -3.3 | 23% | -6 | -1% | -3%
49 | O=C(Nc1ccc(C(=O)O)cc1)/C(=C\c1ccccc1)NC(=O)c1ccco1 | 4% | -5%[57.1 µM] | -4% | -13% | 0.2 | -20% | 1 | 9% | -7%
50 | COc1cccc(CNC(=O)[C@@H]2CCCN2C(=O)[C@H]2CCCCN2S(=O)(=O)c2ccc(OC)c(C)c2)c1 | 6% | 0% | 1% | 2% | -0.3 | 25% | -2 | 1% | -12%

High-throughput results as filed in PubChem BioAssay.
